mcGAS lum: blocks mouse cGAS activity; actives 0.15% (n = 160,000); Q8C6L5; AID 1259399; recombinant cGAS, Kinase-Glo ATP depletion luminescence; inhibition, % at 12.5 µM;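 further: 0% = negative control wells and 100% = reference inhibitor with no enzyme activity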
NPYLR7 agonist: mosquito NPYLR7 agonism; activation, % at 10 µM; actives 0.15% (n = 270,000); AID 1259423; HEK293T NPYLR7/Galpha15, GCaMP6s calcium fluorescence; in the data active means activation above about 40%;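 further: 0% = vehicle and 100% = reference agonist at the receptor; some compounds past the cut are filed as inactive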
hcGAS lum: inhibitors of human cGAS | inhibition, % at 12.5 µM | Q8N884 | recombinant h-cGAS, ATP depletion, Kinase-Glo luminescence | AID 1259398 | actives 0.081% (n = 290,000);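 further: 0% = vehicle reaction and 100% = reaction without DNA for no activity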
Target sequence (Q8N884 whole entry, looked up): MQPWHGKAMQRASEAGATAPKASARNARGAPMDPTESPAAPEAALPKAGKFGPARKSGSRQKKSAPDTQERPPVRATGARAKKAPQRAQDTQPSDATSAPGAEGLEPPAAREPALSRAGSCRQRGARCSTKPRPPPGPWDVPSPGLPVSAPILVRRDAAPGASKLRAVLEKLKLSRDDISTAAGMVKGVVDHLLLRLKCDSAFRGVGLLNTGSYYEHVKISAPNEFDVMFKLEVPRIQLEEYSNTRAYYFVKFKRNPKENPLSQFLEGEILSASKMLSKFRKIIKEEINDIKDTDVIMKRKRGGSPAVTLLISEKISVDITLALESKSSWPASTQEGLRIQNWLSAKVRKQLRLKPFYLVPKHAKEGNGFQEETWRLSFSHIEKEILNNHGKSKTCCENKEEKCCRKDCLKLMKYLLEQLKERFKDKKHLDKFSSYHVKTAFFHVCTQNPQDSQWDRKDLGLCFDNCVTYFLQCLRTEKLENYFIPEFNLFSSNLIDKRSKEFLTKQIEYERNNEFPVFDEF
* marks the source's active call; other numbers are inactive results; . = no result given; & = joins results of further samples. Unless noted, no stated cut-off is given here; in the data, active means inhibition above about 40%; inactive means the rest.

Molecule	mcGAS lum	NPYLR7 agonist	hcGAS lum
COc1cccc(CNc2ncnc3c2cnn3-c2ccccc2)c1	-3	17	-17
CCCCCn1cc(C2CCN(S(=O)(=O)c3ccccc3S(C)(=O)=O)CC2)c2ccccc21	-4	2	0
CC(C)c1noc(-c2ccc(N3CCNC(=O)CC3)nc2)n1	.	21	-5
CSc1nccc(NCC(O)c2nccn2C)n1 (stereo not drawn)	-15	5	0
CCOC(=O)C1CCCN(C(=O)c2cc(-c3ccc(OC)cc3)n(-c3cccc(OC)c3)c2C)C1 (stereo not drawn)	-3	-3	9
Cn1cc(C(=O)NCC2CCCO2)c2nn(-c3ccccc3)c(=O)c-2c1 (stereo not drawn)	-7	8	-3
NS(=O)(=O)c1cccc(S(=O)(=O)Nc2ccc(OCC(F)(F)F)cc2)c1	-6	11	-14
COc1ccc(C(=O)Oc2cc(C(C)C)ccc2C)cc1S(=O)(=O)N1CCOCC1	.	5	-2
CCNC(=O)O[C@H]1[C@H](NC(=O)c2ccccc2OCC)[C@H]2O[C@@H]1c1ccccc12	1	-1	7
Cc1nc(CCNC(=O)c2cc3n(n2)CCCNC3)nc2c1CCC2	.	13	-9
O=C(c1cn[nH]n1)N1CCC(Nc2ccccn2)CC1	.	7	-7
O=C(CN1CCOC1=O)N1CCCC(N2CCN(c3cccc(C(F)(F)F)c3)CC2)C1 (stereo not drawn)	.	21&0	-7&2
CC(C)N(C(=O)Cn1cc(SCC(=O)NC2CCCC2)c2ccccc21)C(C)C	-8	-3	-8
COc1ccc(C2SCCN2C(=O)c2cc3ccccc3oc2=O)cc1 (stereo not drawn)	.	-9	3
NC(=O)c1ncn2c(C(=O)N3CCCCC3)cc(-c3ccccc3)nc12	-12	2	-4
C#CCNC(=O)CNC(=O)c1cc(Br)cnc1N(C)C	0	11	2

4 entries picked at random from those above, as already listed:
Molecule	mcGAS lum	NPYLR7 agonist	hcGAS lum
COc1cccc(CNc2ncnc3c2cnn3-c2ccccc2)c1	-3	17	-17
NC(=O)c1ncn2c(C(=O)N3CCCCC3)cc(-c3ccccc3)nc12	-12	2	-4
O=C(c1cn[nH]n1)N1CCC(Nc2ccccn2)CC1	.	7	-7
CSc1nccc(NCC(O)c2nccn2C)n1 (stereo not drawn)	-15	5	0

(listing goes on)
Molecule	mcGAS lum	NPYLR7 agonist	hcGAS lum
O=C(CCCC1CCCCC1)Nc1ccc(-c2cnc[nH]2)cc1	.	4	-6
CC(NS(=O)(=O)c1cn(C)c(=O)n(C)c1=O)c1ccccc1 (stereo not drawn)	-7	1	-8
CCCCc1ccc(C(=O)Oc2ccc(-c3nc4cc(C)ccn4c3NC(C)(C)CC(C)(C)C)cc2OC)cc1	-5	19	-4
COc1ccc(-c2cnc3ncnn3c2N2CCN(C(=O)COc3cccc(Cl)c3)CC2)cc1	-7	.	-2
C=CCN1C(=O)SC(CC(=O)Nc2ccc([N+](=O)[O-])cc2)C1=O (stereo not drawn)	.	4	-1
CCOC(=O)N1CCN(C(=O)CSc2nnc3n2CCN3c2ccc(OC)cc2)CC1	-7	-1	-6
Cc1nc2n(n1)C(=O)C(C(c1ccco1)N1CCC(Cc3ccccc3)CC1)S2 (stereo not drawn)	-6	5	-4
COc1cccc(N2CCN(C(=O)c3ccc(Br)cc3)C(C)C2=O)c1 (stereo not drawn)	-4	-4	-5
Cn1c(=S)oc2cc(S(=O)(=O)N3CCOCC3)ccc21	-3	1	3
CC1(C(=O)NS(C)(=O)=O)CCN1C(=O)c1ccccc1 (stereo not drawn)	.	-2	6
S=C1NC2(CCCC2)N=C1c1ccc(Cl)cc1	.	14	-6
O=C(Nc1ccccc1C(=O)N1CCOCC1)N1CCOCC1	-5	-6	-7
O=c1[nH]c(CSCc2c(F)cccc2Cl)nc2ccccc12	.	6	1
CCC(C(=O)NCCN1CCn2cc(OC)c(=O)cc2C1=O)c1ccccc1 (stereo not drawn)	.	14	-6
O=C(CN(CC1CCCO1)C(=O)C(c1ccccc1)c1ccccc1)N(Cc1ccccc1)Cc1ccco1 (stereo not drawn)	-6	-6	-7
Cc1ccc(NC2CCCN(C(=O)CN3CCOc4ccccc4C3)C2)cc1C (stereo not drawn)	.	3	-8
COc1cccc(OC)c1OCCCSc1nc(C)cc(=O)[nH]1	.	-6	1
Cc1cnc(CNC(=O)c2cccc(C3CCNC3)c2)cn1 (stereo not drawn)	.	6	-4
CCOC(=O)CN(C(=O)c1ccccc1)[C@H]1C[C@H]2CCOC[C@H]2C1	-9	2	0
CC1(c2ccccc2)NC(=O)N(CC(=O)N2CCN(S(=O)(=O)c3ccccc3F)CC2)C1=O (stereo not drawn)	-4	3	-1
Cc1ccc(F)c(C(=O)N2CCCN(C)C3(CCN(C)CC3)C2)c1Cl	-12	6	0
CCOc1nc(-c2cccc(C(F)(F)F)c2)n(-c2cccc(NC(=O)Nc3ccc(OC)cc3)c2)n1	-5	.	-4
CCOC(=NC(=O)c1ccc(OC)cc1)N(CCc1ccccc1)Cc1ccccc1	-6	15	-5
N#CCCSc1nc2ccccc2s1	-4	7	-3
CCCNC(=O)Cn1nc2c(c1NC(=O)Cc1ccc(F)cc1)CSC2	-11	-9	-6
CC1Sc2ccc(C#N)cc2N(Cc2cccc(C(F)(F)F)c2)C1=O (stereo not drawn)	.	-8	8
NCC1COc2ccccc2C1 (stereo not drawn)	.	3	0
COCCN1CCCC2(CCN(C(=O)Cn3nc4ccccc4n3)C2)C1=O (stereo not drawn)	.	11	-4
c1ccc(-c2noc(C3CCN(Cc4cc5n(n4)CCNC5)CC3)n2)cc1	.	17	-2
COC(=O)[C@@H](CCSC)NC(=O)c1c(-n2cnnn2)sc2c1CCC2	.	2	-9
N#Cc1c(N)nc2c(c1-c1ccncc1)CCCC2	.	7	1
COc1ccc2[nH]c(CNC(=O)c3ccc(=O)[nH]c3)cc2c1	-15	2	-7
CCCCN(Cc1cccn1Cc1ccc(Br)cc1)C(=O)CN(CCCOC)C(=O)c1cccc(F)c1	-4	-7	-2
CN(C)c1ccc(-c2ccnc3c2CC(C)(C(=O)Nc2ccccc2)O3)cc1 (stereo not drawn)	-4	4	0
CC1C(=O)N(c2ccc(Br)cc2)CCN1C(=O)c1cccc(F)c1 (stereo not drawn)	-5	-3	-3
NCCOB(c1ccccc1)c1ccccc1	-4	27&-16	-6&-5
CC(C)CCN(C(=O)CSc1nccn1C(C)C)c1c(N)n(Cc2ccccc2)c(=O)[nH]c1=O	.	5	-4
CCOC(=O)N1CCC2(CC1)[C@H](C(=O)Nc1ccccc1)[C@@H](OC(N)=O)C(=O)N2C	-4	22	-4
COc1ccc(N2CCN(C(=O)c3ccccc3F)C(C)C2=O)cc1OC (stereo not drawn)	-2	-8	2
CC1=NC(=S)C(=P(c2ccccc2)(c2ccccc2)c2ccccc2)C(=O)N1	-5	2	-5
c1ccc(-c2[nH]ncc2-c2ccnc3ccccc23)nc1	-11	-4&-3	0&-8
COc1ccc(N=Nc2c(C)[nH]n(-c3nc(-c4ccc(Cl)cc4)cs3)c2=O)c([N+](=O)[O-])c1	-1	22	-1
Cc1nccn1CCC(=O)N1CCc2c(cc(-c3ccccc3F)c(=O)n2Cc2ccncc2)C1	-8	22	-17
CN(C)CCN1CCN(c2cc(-c3cccc(Cl)c3)nc3ccnn23)CC1	-3	7	-1
O=C(NC1CCN(c2ccccc2C(=O)N2CCc3ccccc3C2)CC1)c1ccc(F)cc1	-7	21	-5
O=C(CNC(=O)c1cc(F)ccc1F)Nc1ccccc1Br	.	18	-10
COC(=O)c1c(C)oc2ccc(OCC(=O)c3ccc(F)cc3)cc12	-5	-1	-6
O=C(c1cn2ccccc2n1)N1CCc2[nH]nc(-c3ccccc3F)c2C1	.	6	-6
CC(C)(C)NC(=O)c1cc(-c2ccc(F)cc2)nc2cc(C(C)(C)C)nn12	-6	-2	-5
COc1ccccc1/C=C/C=C1N=C(/C=C/c2ccc(C)cc2)OC\1=O	.	7	-2
Cc1ccc(Nc2ccc(NC(=O)c3ccccc3)c3c2C(=O)c2ccccc2C3=O)cc1	.	-4	-5
CN(CCC(=O)NC(N)=O)Cc1ccc(OC(F)(F)F)cc1	.	10	-6
COc1ccc(NC(=O)Cn2nnn(-c3cccs3)c2=O)c(OC)c1	.	7	-7
Cc1nc(N)c(C#N)c(-c2cccs2)c1C	.	1	-1
c1ccc2[nH]c(SCCOCCSc3nc4ccccc4[nH]3)nc2c1	-4	2	-6
COc1cn(-c2ccccc2)nc1C(=O)Nc1ccc(C)c(Cl)c1	-8	2	-8

(cont.)
Molecule	mcGAS lum	NPYLR7 agonist	hcGAS lum
COCC1CN(C)CC12CCN(C(=O)CN1CCCCCC1)CC2 (stereo not drawn)	1	.	9
COC(=O)c1ccc(Cn2nc(C)c3cnn(-c4ccccc4C)c3c2=O)o1	.	-7	-1
COc1ccccc1Cn1c(C)c(C(=O)NCc2ccc(Cl)c(Cl)c2)sc1=O	.	8	-6
Cc1ccc(NC(=O)CSc2nnc(CCC(=O)O)c(=O)[nH]2)cc1Cl	.	6	0
Cc1ccccc1CSCC(=O)c1ccc[nH]1	.	13	-5
CC1(C)CC(Br)CCC1(C)C(=O)O (stereo not drawn)	.	-8	3
CCOc1ccc(S(=O)(=O)N2CCOCC2)cc1NC(=O)CSC	.	-6	-3
CC(=O)N1CCCC(Cn2cnc(-c3ccccc3)c2-c2cc(C)[nH]n2)C1 (stereo not drawn)	2	-5	0
Cc1ccc2oc(C(=O)Nc3ccc4c(c3)NC(=O)C(C)O4)cc(=O)c2c1 (stereo not drawn)	.	5	-2
O=C(NCCC(=O)N1CCCC(C(F)(F)F)C1)c1ccc(Cl)cc1 (stereo not drawn)	.	-2	-2
O=C(OCc1ccccc1)c1cccnc1	.	-11	-3
CCN(CC)c1ccc(/C=C2/CCC/C2=N\Nc2nc(C)cc(C)n2)cc1	.	6	-10
Cc1cc(C(F)(F)F)nc(CCNC(=O)[C@H](N)CC(C)C)n1	-10	1	-3
CC(=O)N1CC=C(c2ccc(OCc3ccc(C#N)cc3)cc2)CC1	.	9	-4
O=S(=O)(/C=C/c1ccccc1)NCC1CCN(S(=O)(=O)C2CC2)CC1	.	-9	-1
CCOC(=O)C1CCN(Cc2nnc(CC3CCNCC3)n2C)CC1	.	-3	-6
COc1ccc(CN2CC(CN3CCOCC3)Oc3ccncc3S2(=O)=O)cc1 (stereo not drawn)	-9	-5	-5
Cc1nn(C)c(C)c1CN(C(=O)Cc1[nH]nc2ccccc12)C1CC1	.	17	-9
O=c1oc2ccc(Br)cc2cc1Sc1ccc([N+](=O)[O-])cc1	.	7	-6
CC(C)c1nnc2sc(-c3ccn4nnnc4c3)nn12	-6	-1	-5
CC1CCN(c2nc(-c3ccccc3)nc3c2CN(C(=O)Nc2cccc(Br)c2)CC3)CC1	2	-1	6
CN(C(=O)Nc1ccn(CCC#N)n1)C1CCCCCCC1	.	3	-10
Cc1nc2n(n1)C(=O)C(C(c1ccc([N+](=O)[O-])cc1)N1CCC(C(N)=O)CC1)S2 (stereo not drawn)	.	5	-10
CCCc1[nH]n(-c2cccc(Cl)c2)c(=O)c1C1=C([n+]2cccc(C)c2)C(=O)N(Cc2ccc(F)cc2)C1=O	-7	-7	-17
O=C(Cn1cnc2ccc(Br)cc2c1=O)N1CCOCC1	.	-3	0
Clc1cccc(/C=N\Nc2nc(N3CCOCC3)nc(N3CCOCC3)n2)c1Cl	-7	-5	-8
CC(C)N(Cc1nccn1Cc1ccccc1C(F)(F)F)C(=O)c1ccco1	-6	15	-4
COc1ccccc1-c1nc2cc(C)cc(C)n2c1NC(C)(C)CC(C)(C)C	-1	-1	5
CC1CC(C)CN(CC(=O)N2CCN(S(=O)(=O)c3ccc(Cl)cc3)CC2)C1 (stereo not drawn)	-1	-3	2
C#Cc1ccc(NC(=O)C2(C)CCN2C(=O)c2sccc2C)cc1 (stereo not drawn)	.	5	-6
Cc1cc(C)cc(-n2c(SCC(=O)Nc3nnc(C)s3)nc3c([nH]c4ccccc43)c2=O)c1	-5	0	-2
O=C1C2CCCC1CC(C(=O)N1CCCCC1)C2 (stereo not drawn)	.	-1	1

Quoted from the listing:
NPYLR7 agonist, `O=C(Cn1cnc2ccc(Br)cc2c1=O)N1CCOCC1` = -3
NPYLR7 agonist, `Cc1cc(C)cc(-n2c(SCC(=O)Nc3nnc(C)s3)nc3c([nH]c4ccccc43)c2=O)c1` = 0
NPYLR7 agonist, `O=C1C2CCCC1CC(C(=O)N1CCCCC1)C2` (stereo not drawn) = -1
hcGAS lum, `CC1CC(C)CN(CC(=O)N2CCN(S(=O)(=O)c3ccc(Cl)cc3)CC2)C1` (stereo not drawn) = 2
mcGAS lum, `Clc1cccc(/C=N\Nc2nc(N3CCOCC3)nc(N3CCOCC3)n2)c1Cl` = -7
NPYLR7 agonist, `C#Cc1ccc(NC(=O)C2(C)CCN2C(=O)c2sccc2C)cc1` (stereo not drawn) = 5
hcGAS lum, `COc1ccccc1-c1nc2cc(C)cc(C)n2c1NC(C)(C)CC(C)(C)C` = 5

Remaining list, next part:
Molecule	mcGAS lum	NPYLR7 agonist	hcGAS lum
Cc1ccc(-n2ccn(CN(C)CC(=O)NC(C)(C)C)c2=S)c(C)c1	.	10	-10
Oc1c(Cl)cc(Cl)c2ccc(N/N=C\c3ccc(Br)s3)nc12	-5	-5	1
CCc1nc2c(OCCc3cccc(OC)c3)cccn2c1N(C)C(=O)c1ccco1	-3	12	-6
Oc1c(Cl)cc(Cl)cc1C=NC1CC1	.	33	20
Cc1ccccc1C1SCC(=O)N1CC(=O)N1CCCC1 (stereo not drawn)	-3	16	-6
C(=Cc1nc2c(ccc3ccccc32)s1)c1ccc2c(c1)OCCO2	.	17	-5

Screening data deposited in PubChem BioAssay by Fisher Drug Discovery Resource Center.
